Compound activity deposited in PubChem by National Center for Advancing Translational Sciences (NCATS).
EPAC2 agonist = activates human EPAC2 exchange factor; 360,000 tested, 0.079% active; EPAC2 activation, biochemical qHTS; response scale: 100% = 6.5 mM cAMP response; Q8WZA2; Potency, µM (highest dose often 154 µM), inactives show at the highest dose activation, actives largely listed as activators; also: potency is read from the fitted curve at half-maximal effect; nearly all actives have a fitted effect of over 50% in size
Target sequence (Q8WZA2 whole entry, looked up): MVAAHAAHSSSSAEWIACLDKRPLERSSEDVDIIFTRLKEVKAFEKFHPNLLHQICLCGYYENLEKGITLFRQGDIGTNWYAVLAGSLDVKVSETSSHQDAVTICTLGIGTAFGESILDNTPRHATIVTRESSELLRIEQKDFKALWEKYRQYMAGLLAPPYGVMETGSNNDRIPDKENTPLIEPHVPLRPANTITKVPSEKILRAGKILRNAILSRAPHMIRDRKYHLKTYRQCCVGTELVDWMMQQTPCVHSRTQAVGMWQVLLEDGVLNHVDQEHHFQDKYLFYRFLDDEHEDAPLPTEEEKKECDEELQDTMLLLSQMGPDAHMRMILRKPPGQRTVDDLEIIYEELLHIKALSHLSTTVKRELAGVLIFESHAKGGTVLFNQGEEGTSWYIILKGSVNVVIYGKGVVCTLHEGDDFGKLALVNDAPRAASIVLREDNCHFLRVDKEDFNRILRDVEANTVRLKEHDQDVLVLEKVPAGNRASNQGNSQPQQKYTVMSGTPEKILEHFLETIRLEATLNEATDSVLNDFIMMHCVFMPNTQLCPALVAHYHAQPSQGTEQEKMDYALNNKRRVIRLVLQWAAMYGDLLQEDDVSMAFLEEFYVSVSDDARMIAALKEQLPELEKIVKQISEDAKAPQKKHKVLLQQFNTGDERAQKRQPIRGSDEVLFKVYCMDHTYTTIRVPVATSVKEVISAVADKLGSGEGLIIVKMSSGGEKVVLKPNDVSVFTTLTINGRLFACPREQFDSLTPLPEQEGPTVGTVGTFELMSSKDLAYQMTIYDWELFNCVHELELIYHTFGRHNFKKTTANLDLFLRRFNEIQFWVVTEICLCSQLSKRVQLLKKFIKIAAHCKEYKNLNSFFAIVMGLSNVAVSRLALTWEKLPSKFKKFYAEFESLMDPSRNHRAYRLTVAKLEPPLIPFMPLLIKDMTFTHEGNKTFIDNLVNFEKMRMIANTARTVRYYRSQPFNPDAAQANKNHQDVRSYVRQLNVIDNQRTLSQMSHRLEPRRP
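qHTS, titration series. 100 nM EPAC2 / 250 nM Rap1B-BODIPY-GDP / 50 uM GDP; RT; ex 480/em 540 nm, 5-min reads to 30 min. Norm. to 6.5 mM cAMP = activation.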
EPAC2 antag = antagonists of human EPAC2 | Q8WZA2 | EPAC2 GEF exchange of Rap1B-BODIPY-GDP, fluorescence | Potency, µM (doses to about 114 µM), without a hit: at the highest dose activity, negative = inhibition, usual class: inhibitors | 360,000 tested, 0.18% active; also: potency is read from the fitted curve at half-maximal effect; % is scaled to controls: 0 for no effect and ±100 for the full control effect; nearly all actives have a fitted effect of over 45% in size; many of its hits are not listed in these tables
A549 viability = counter-screen for Nrf2 inhibitors: cytotoxicity in A549 cells; A549 ARE-Fluc cells, CellTiter-Fluor viability, 18-24 h; Potency, µM (titrated, usually from 46 µM), for the others: at the top dose activity change, negative = cytotoxicity, usual class: inhibitors; 390,000 tested, 0.16% active; also: potency is read from the fitted curve at half-maximal effect; % is scaled to controls: 0 for no effect and ±100 for the full control effect
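A549 ARE-Fluc cells in 5% FBS OPTI-MEM, 5000 cells/well, rested 2 h then exposed to compounds in concentration-response for 18-24 h at 37 °C. Viability by CellTiter-Fluor fluorescence (Ex 405/Em 525) after 30 min; luciferase luminescence (BugLite, 15 min, RT) read afterwards.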
CCT modulator = cytosolic chaperonin activity modulation. purified chaperonin ATPase assay, HTRF ADP detection, 30 min. activity change, % (concentration not given with the values), hits read low. 360,000 tested, 0.3% active; in the data active = activity change below about -30%; also: % is scaled to controls: 0 for no effect and ±100 for the full control effect
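Enzyme 40 or 20 nM (batch-dependent) in Tris pH 7.4/KCl/MgCl2/DTT; cpd 76 uM single point; ATP 10 uM; 30 min 37 °C; Transcreener ADP HTRF detection, 30 min RT; ratio 665/615.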
MmCpn inh = M. maripaludis TRiC chaperonin inhibition; purified Mm-Cpn ATPase, ADP Transcreener TR-FRET; AID 504842; Potency, µM (titrated, usually from 76.9 µM), without a hit: at the top dose activity, negative = inhibition, usual class: inhibitors; 330,000 tested, 0.031% active; also: potency is read from the fitted curve at half-maximal effect; % is scaled to controls: 0 for no effect and ±100 for the full control effect; nearly all actives have a fitted effect of over 80% in size
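Measured: ADP formation by purified Mm-CPN. Conditions: 25 nM protein, 10 uM ATP, Tris pH 7.4 with Mg2+, K+ and DTT, 37°C for 30 min. Detection: Transcreener HTRF after 30 min at room temperature.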
Nrf2 activator = Nrf2 pathway activation; AREc32 ARE-luciferase reporter (MCF7-derived line), luminescence, 24 h; Potency, µM (highest dose often 46.1 µM), for the others: top-dose activation, hits mostly activators; 410,000 tested, 0.31% active; AID 624171; also: potency is read from the fitted curve at half-maximal effect; % of control where 0% means no effect; nearly all actives have a fitted effect of over 65% in size
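Cells of the AREc32 ARE-luciferase line are plated in OPTI-MEM containing 5% FBS and left overnight at 37 deg C. Compounds are pinned in, incubation continues 24 hr, and firefly luciferase signal is then measured.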
Akt phos inh = Akt phosphorylation inhibition. Neuro2A IGF-stimulated pAkt S473 HTRF, 20 min; active compounds read low. activity change, % for hits at 50 µM. 360,000 tested, 0.32% active; in the data active = activity change below about -80%; inconclusive = mostly about -51% to -80%; also: % is scaled to controls: 0 for no effect and ±100 for the full control effect
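Neuro2A cells (4,500/well, DMEM with 0.5% FBS) were treated with compound at a single 50 µM final concentration, stimulated with 6 nM IGF for 20 min at 37 °C, and lysed. Phospho-Akt Ser473 was read by HTRF as 665/615 ratio ×10^4.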
TGFb inhibitor = inhibitors of TGF-b signaling; HepG2 CAGA-GFP TGF-b/SMAD3 reporter, GFP fluorescence, 18 h; TGF-beta stimulated, 500 pg/mL final; AID 588855; 410,000 tested, 1.2% active; Potency, µM (titrated, usually from 46.1 µM), without a hit: at the highest dose activity, negative = inhibition, actives largely listed as inhibitors; also: potency is read from the fitted curve at half-maximal effect; % is scaled to controls: 0 for no effect and ±100 for the full control effect; nearly all actives have a fitted effect of over 65% in size
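Smad-responsive CAGA-GFP expression was quantified in HEPG2 cells exposed to compounds and 500 pg/mL final TGF-beta for 18 h at 37 degrees C; unstimulated wells defined full inhibition.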
Nrf2 block = inhibitors of Nrf2 signaling | A549 ARE-Fluc reporter, luciferase luminescence, 18-24 h | Potency, µM (top dose mostly 46 µM), for inactives: top-dose activity change, negative = inhibition, hits mostly inhibitors | 360,000 tested, 2.1% active; also: potency is read from the fitted curve at half-maximal effect; % is scaled to controls: 0 for no effect and ±100 for the full control effect; nearly all actives have a fitted effect of over 60% in size
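Quantitative HTS in A549 cells stably bearing an antioxidant response element-firefly luciferase construct. Inhibition of Nrf2-driven transcription was scored by luminescence after 18-24 h of compound exposure at 37 °C.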
* hit, by the source's call; i = inactive; u = inconclusive; x = not tested or not shown; [ ] = remark or other dose. Unless noted, calls follow the shape of the dose curve; as a rule, active = well fitted curve in the direction sought with a large enough effect; inconclusive = small, poorly fitted or top-dose-only effect, or another doubt; inactive = no such curve, though single readings can be large; an effect the other way counts as inactive or inconclusive. These rows are one share of the data; the hit share may differ from the screen's.

Results follow in this order: Nrf2 activator, Akt phos inh, MmCpn inh, A549 viability, EPAC2 antag, Nrf2 block, CCT modulator, EPAC2 agonist, TGFb inhibitor
- COc1ccc([C@@H]2C[C@H]3[C@@H](CN2S(=O)(=O)c2ccccc2)C(=O)C[C@@H](c2cccc(Cl)c2)N3S(=O)(=O)c2ccc(C)cc2)cc1
  0.3%, i, x, x, 18.5%, x, 0.9, 1.0%, -0.6%
- Oc1[nH]c2ccccc2c1N=NC(=S)NCC1CCCO1 (centres undefined)
  2.6%, i, -0.7%, -10.6%, 7.0%, -10.4%, -1.5, -3.4%, -9.0%
- CCn1c(SCC(=O)NC2CCCCC2C)nnc1-c1ccc(OC)cc1 (centres undefined)
  -0.3%, i, 2.1%, -1.9%, 11.4%, 19.1%, 1.8, -10.4%, -11.0%
- NC(=O)c1ccsc1NC(=O)CN1C(=O)NC2(CCCCC2)C1=O
  0.2%, i, -0.5%, 1.4%, -8.7%, 12.0%, -0.4, 6.0%, 11.2%
- Cc1nnc(SCC(=O)c2c(N)n(C)c(=O)n(C)c2=O)[nH]c1=O
  -0.5%, i, 1.4%, -4.0%, 2.6%, 14.7%, 0.1, 7.0%, 5.6%
- O=C(CSc1nnc2c(Cl)cc(C(F)(F)F)cn12)N(Cc1ccccc1)Cc1ccccc1
  2.7%, i, -15.9%, 0.0%, -2.9%, -24.5%, 1.2, 10.2%, 2.7%
- Cc1ccc(S(=O)(=O)N2C[C@H]3C(=O)C[C@@H](c4ccccc4F)N(S(=O)(=O)c4ccc(C)cc4)[C@H]3C[C@H]2c2ccccc2)cc1
  3.8%, i, x, x, 1.3%, x, -0.4, 10.1%, 2.3%
- COc1ccccc1CNS(=O)(=O)c1ccc(-n2cccn2)cc1
  0.2%, i, 4.4%, 1.1%, -0.5%, u, 0.5, -2.2%, u
- COc1cc(/C=C(\C#N)C(=O)NCC2CCCO2)cc(OC)c1OC (centres undefined)
  -0.2%, i, -3.0%, 1.0%, 13.8%, -3.6%, 1.0, 8.7%, -0.5%
- C=CCn1c(SCC(=O)N2CCCCC2)nnc1-c1ccncc1
  -0.6%, i, -1.6%, -2.2%, 5.0%, -3.3%, -2.1, 18.5%, -10.3%
- COc1ccc(OC)c(CN2CCN(C(=O)c3ccc(F)cc3)CC2)c1
  0.9%, i, -0.1%, -7.4%, 5.5%, -3.5%, 1.3, 5.7%, 11.9%
- COCCCNC(=O)c1cc(Sc2nnc(C)s2)nc2ccccc12
  4.3%, i, 0.6%, -0.5%, -3.1%, -19.3%, -0.3, 2.2%, -6.5%
- COc1ccc(OC)c(Cc2nnc(CCC(=O)N3CCCCC3c3nccs3)o2)c1 (centres undefined)
  5.9%, i, 2.2%, -1.8%, 8.4%, u, 0.3, 7.2%, -9.5%
- CCCCC1=CC2=C(c3ccco3)C(=O)C(C)(OC(=O)c3ccc(OC)cc3)C(=O)C2=CN1C1CCCCC1 (centres undefined)
  4.3%, i, -2.2%, -14.0%, 0.9%, -27.4%, -0.7, 14.3%, 2.3%
- Cc1ccc(CN2CC(C(=O)N(Cc3nnc(-c4ccccc4Cl)o3)C3CC3)CC2=O)cc1 (centres undefined)
  0.2%, i, -0.7%, -2.0%, 5.9%, -27.6%, -0.3, -1.4%, u
- S=C(NN=C(c1ccccc1)c1ccccn1)N(Cc1ccccn1)Cc1ccccn1
  3.3%, i, x, 11.6µM*, 8.1%, u, -1.4, -6.0%, u
- COc1ccc(C2=NOC(c3nnc(-c4ccccc4)o3)C2)cc1 (centres undefined)
  -0.5%, i, x, -3.1%, 2.2%, 3.7%, -1.3, 13.6%, -0.9%
- COC(=O)CNC(=O)C1CCN(S(=O)(=O)c2cnc[nH]2)CC1
  -1.4%, i, -2.4%, -2.0%, 0.3%, 15.9%, 0.9, 6.5%, -0.6%
- CC(=O)NC(Cc1cccc(C)c1)C(=O)NC1CCN(S(=O)(=O)c2ccccc2)CC1 (centres undefined)
  0.2%, i, 0.4%, 1.8%, 0.5%, 10.5%, -6.5, 3.2%, 6.7%
- CCN1CCN(c2cc(C)c3cc(NC(=S)N(C)Cc4ccccc4)ccc3n2)CC1
  5.1%, i, u, -12.3%, 3.6%, 3.5%, -0.5, -0.6%, 0.0%
- CC(/C=N/NC(=O)NC1CCCCC1)=C\c1ccccc1
  4.3%, i, 0.3%, 0.2%, -3.1%, 16.8%, 0.2, 5.9%, u
- Nc1ccc(S(=O)(=O)c2ccc(N)cc2)cc1
  -1.2%, i, 1.9%[15.4 µM], -4.2%, 4.9%, -2.9%, 0.0, -3.1%, 6.5%
- O=C(N/N=C/c1cn(CC(=O)N2CCOCC2)c2ccccc12)c1cccnc1
  2.2%, i, 2.1%, 11.5%, -9.8%, u, -3.5, 4.5%, 1.2%
- CC(=O)Nc1ccc(S(=O)(=O)NCC(C)NS(=O)(=O)c2ccc(NC(C)=O)cc2)cc1 (centres undefined)
  -1.2%, i, -13.7%, 1.5%, 12.1%, 6.9%, 0.1, -0.1%, 1.7%
- CCOC(=O)N1CCN(C(=O)CSCC(=O)Nc2nc(-c3ccc(C)cc3)cs2)CC1
  -0.9%, i, 3.9%, 2.0%, -0.1%, -1.1%, 0.0, 8.5%, -3.6%
- CCOc1ccc(/C=C2\CCC(C3CCCC3)C2=O)cc1OC (centres undefined)
  6.1%, i, 2.0%, 0.0%, -11.8%, 19.7%, -1.4, -9.4%, 1.3%
- CS(=O)(=O)N1CCc2cc(C(=O)N3CCCCC3)ccc21
  0.2%, i, 0.8%, -4.0%, 11.2%, x, -0.5, 3.6%, 7.3%
- CCC(=O)N1CCc2cc(Br)cc(S(=O)(=O)N3CCCCC3CC)c21 (centres undefined)
  2.1%, i, -5.2%, 1.4%, 15.2%, 7.1%, -0.3, -2.4%, 60.4%[activator]
- CCC(=O)Nc1cccc(-c2cn3ccsc3n2)c1
  5.5%, -104.7%*, 1.9%, 1.1%, 10.0%, x, -0.3, 7.5%, -1.8%
- CC(=O)Nc1ccc(S(=O)(=O)NC2Cc3ccccc3C2)cc1
  0.4%, i, 1.1%, 0.4%, 5.4%, -8.9%, -0.4, 2.3%, 0.7%
- COc1ccc(NC(=O)Nc2nnc(CC(=O)NCc3ccccc3)s2)cc1
  -0.5%, i, 3.5%, 0.0%, 6.4%, -18.7%, -2.4, 6.9%, -8.3%
- COc1cccc(CNCc2ccc(OC)cc2OC)c1
  -0.4%, i, -1.0%, 0.5%, 16.0%, -2.2%, 0.1, 10.5%, -13.9%
- O=C(Oc1ccc(F)cc1)N1CCOCC1
  0.4%, i, -1.4%, 0.7%, 6.6%, -1.8%, -0.4, 13.0%, 4.2%
- Cc1cc2nc(C(C)(C)C)c(Cc3ccccc3)n2c(C)c1Br
  3.5%, i, x, x, -7.1%, x, -1.0, 8.2%, u
- CCn1c(CN2CCCCC2)nc2cc(NC(=O)c3ccc([N+](=O)[O-])cc3)ccc21
  -0.9%, x, x, -3.2%, x, u, x, x, -12.0%
- CC(C)(C)NC1=CC(=O)OC12CCCCC2
  -0.3%, i, 0.7%, -1.5%, 4.2%, 5.9%, -1.0, 2.1%, 0.0%
- CCCc1nn2c(=O)cc(COC(=O)c3ccco3)nc2s1
  0.2%, x, x, 8.8%, x, -1.5%, x, x, u
- CCOc1ccc(CNC(=O)CCn2cccn2)cc1OC
  -0.6%, x, x, -0.7%, x, 24.0%, x, x, -21.2%
- COc1cccc(N2CC(C)Cn3c2nc2c3c(=O)n(CCN3CCOCC3)c(=O)n2C)c1 (centres undefined)
  -0.3%, i, -14.1%, 12.0%, -14.6%, 33.4%, 0.1, 12.3%, -3.2%
- O=C(C1CCN(S(=O)(=O)c2cccc3nsnc23)CC1)N1CCc2ccccc2C1
  -0.6%, i, 3.0%, -1.4%, -2.0%, u, 0.0, -13.0%, 7.4%
- O=C(c1ccc(-n2nc(C(F)(F)F)c3c2CCCC3)cc1)N1CCOCC1
  0.1%, i, 1.4%, 9.9%, -9.0%, 0.8%, -3.7, -2.3%, -4.6%
- C[C@H](O)[C@@H]1CN2CCc3c([nH]c4ccccc34)[C@@H]2C[C@@H]1N(C)Cc1cc(Cl)cc(Cl)c1
  11.9%, i, x, x, 3.1%, x, 0.2, -0.5%, -22.6%
- O=C1C(C2=NC(c3ccccn3)C3C(=O)N(c4ccc(Cl)cc4Cl)C(=O)C23)=C(O)c2ccccc21 (centres undefined)
  -0.5%, i, -0.1%, -0.6%, 25.5%, -9.9%, -0.4, -9.4%, u
- COCCNC(=O)C(=O)Nc1cc2c3c(c1)CCC(=O)N3CCC2
  0.2%, x, 0.2%, -8.5%, 12.8%, -2.4%, -4.6, 13.4%, -6.4%
- CC(=O)c1ccc(N2CCN(S(=O)(=O)c3ccc4c(c3)NC(=O)CC(=O)N4)CC2)cc1
  0.4%, i, -9.0%, -0.2%, -1.7%, 9.2%, -1.4, -8.1%, -10.0%
- Cc1ccc2nc(-c3ccc(Br)cc3)cc(C(=O)NCC3CCCO3)c2c1 (centres undefined)
  0.4%, i, x, x, 3.6%, x, 2.3, 2.8%, 8.0%
- Cc1c(C(=O)NNC(=O)c2csc(N3CCOCC3)n2)oc2ccc(Br)cc12
  2.7%, i, x, x, -19.5%, x, 1.2, 2.4%, -13.3%
- COc1ccc(-c2nc(-c3ccccc3)c(-c3cccs3)[nH]2)cc1OC
  3.6%, i, u, u, 1.7%, u, 3.3, 17.4%, u
- CC(=O)N1CCCC(C)(C(=O)N(C)Cc2cccc3ccccc23)C1 (centres undefined)
  -0.8%, i, x, x, 0.6%, x, 1.0, -0.3%, -4.4%
